Bcl-xL primary – inhibitors of human Bcl-xL | AID 2129 | actives 0.7% (n = 320,000) | GST-Bcl-xL / FITC-Bim BH3 peptide fluorescence polarization | Q07817 | inhibition, % at 10.9 µM;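 active = inhibition above the mean of all tested compounds plus 3 SD, cutoff set per campaign, cut at about 30% in these data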;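 also: 0% = DMSO wells and 100% = unlabeled Bim-BH3 peptide competitor; inhibitors lower millipolarization by displacing the labeled peptide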
PME-1 primary – blocks human protein phosphatase methylesterase 1 | Q9Y570 | recombinant PME-1, FP-Rh probe fluorescence polarization | inhibition, % at 5.9 µM | actives 0.53% (n = 320,000);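 active = inhibition above the campaign mean of all compounds plus 3 SD, cut at about 26% in these data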;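 also: competitive labeling of PME-1 active site by serine hydrolase directed probe; 0% = PME-1 with DMSO and 100% = wells lacking PME-1 enzyme; inhibitors block probe labeling so polarization falls and inhibition rises; many of its hits are not listed in these tables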
MEX-5 binding – C. elegans MEX-5 TCR-2 RNA binding activity. Q9XUB2. MEX-5/FITC-TCR2 RNA binding, fluorescence polarization; stronger effect = lower value. activity score (negative = inhibition of binding), % at 10 µM. actives 0.38% (n = 300,000). AID 1832;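 active = inhibition past about -25% in most replicates, and total fluorescence under double the plate's negative control median, limit read from the data; inconclusive = replicates evenly split on the limit, or fluorescence at least double controls; inactive = too little inhibition in most replicates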;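 also: 0% = DMSO and -100% = 5 µM competing unlabeled TCR2 RNA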
Fam108B inh – blocks mouse Fam108B hydrolase in RBBP9 counter-screen; actives 0.33% (n = 300,000); inhibition, % at 9.51 µM; recombinant Fam108B, FP-Rh probe fluorescence polarization;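 active = inhibition above the screen mean inhibition plus 3 SD, computed separately per campaign, cut at about 18% in these data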;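 also: inhibitors lower polarization as less probe binds the enzyme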
PAD4 inh – PAD4 (human) enzyme inhibition. inhibition, % at 6.36 µM. actives 0.41% (n = 330,000). Q9UM07. AID 485272. recombinant PAD4, RCA probe fluorescence polarization;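 active = percent inhibition above a cutoff equal to the mean of all tested compounds plus 3 SD, cut at about 15% in these data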;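 also: 0% = PAD4 with RCA probe and DMSO and 100% = probe without PAD4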
Target sequence (Q9UM07 whole entry, looked up): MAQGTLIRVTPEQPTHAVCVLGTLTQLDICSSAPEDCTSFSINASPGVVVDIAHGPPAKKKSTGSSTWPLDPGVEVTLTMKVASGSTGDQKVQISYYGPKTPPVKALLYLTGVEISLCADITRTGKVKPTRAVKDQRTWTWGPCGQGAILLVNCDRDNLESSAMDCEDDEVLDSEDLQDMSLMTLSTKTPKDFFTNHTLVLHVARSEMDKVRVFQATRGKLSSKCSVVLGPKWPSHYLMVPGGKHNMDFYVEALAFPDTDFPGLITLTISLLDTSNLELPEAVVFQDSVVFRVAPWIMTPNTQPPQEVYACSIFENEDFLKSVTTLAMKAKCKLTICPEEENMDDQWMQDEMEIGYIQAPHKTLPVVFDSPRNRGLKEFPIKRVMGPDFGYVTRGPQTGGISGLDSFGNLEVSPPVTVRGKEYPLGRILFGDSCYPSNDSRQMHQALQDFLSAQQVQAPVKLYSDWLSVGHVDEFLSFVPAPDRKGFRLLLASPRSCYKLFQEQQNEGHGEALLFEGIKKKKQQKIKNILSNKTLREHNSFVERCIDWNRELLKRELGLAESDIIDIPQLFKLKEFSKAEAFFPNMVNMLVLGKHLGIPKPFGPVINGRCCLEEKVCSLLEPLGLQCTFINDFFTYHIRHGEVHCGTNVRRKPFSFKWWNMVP
MCL1-BIM inh – inhibitors of human MCL1 binding to BIM-BH3 peptide. Q07820. GST-MCL1 / FITC-Bim-BH3 fluorescence polarization. inhibition, % at 10.9 µM. actives 0.68% (n = 320,000). AID 2057;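 active = inhibition above the mean inhibition of all tested compounds plus 3 SD, set per campaign, cut at about 40% in these data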;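 also: 0% = DMSO wells and 100% = unlabeled Bim-BH3 peptide control; higher means more loss of mP so more displacement of Bim peptide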
GSTO1 inh – counter-screen for RBBP9 inhibitors: inhibitors of human GSTO1 | actives 1.1% (n = 300,000) | recombinant GSTO1, activity-based probe fluorescence polarization | inhibition, % at 5.96 µM | P78417 | AID 1974;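 active = inhibition above the campaign mean inhibition plus 3 SD, cut at about 35% in these data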;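 also: 0% = GSTO1-1 with DMSO and 100% = wells lacking GSTO1-1 enzyme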
Target sequence (P78417 whole entry, looked up): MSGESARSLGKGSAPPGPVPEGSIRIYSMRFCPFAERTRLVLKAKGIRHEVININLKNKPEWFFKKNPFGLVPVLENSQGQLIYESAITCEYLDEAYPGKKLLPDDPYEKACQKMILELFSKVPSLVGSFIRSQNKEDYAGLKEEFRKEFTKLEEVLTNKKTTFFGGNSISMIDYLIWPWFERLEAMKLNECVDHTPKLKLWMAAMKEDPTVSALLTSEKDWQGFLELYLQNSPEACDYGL
TPT1 inhibitor – C. albicans TPT1 enzyme inhibition | inhibition, % at 5 µM | recombinant caTPT1, FP RNA substrate dephosphorylation | actives 0.81% (n = 300,000);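 active = inhibition above the mean of all tested compounds plus 3 SD, set per screening campaign, cut at about 24% in these data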;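 also: plate controls were DMSO alone for no effect and ferristatin control at 100 nM for full effect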
GLD-1 TGE inh – GLD-1-TGE RNA interaction inhibition (C. elegans) | Q17339 | purified GLD-1 + fluorescein TGE RNA, fluorescence polarization | inhibition, % at 5.96 µM | actives 0.44% (n = 320,000) | AID 2280;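 active = percent inhibition above a per-plate cutoff, the plate mean of test compounds plus 3 SD, cut at about 30% in these data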;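 also: 0% = DMSO wells with GLD-1 and probe and 100% = wells lacking GLD-1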
Starred values were filed as active, the others as inactive; ? = inconclusive; · = no result given. Not all compounds are listed, so the mix of outcomes need not match the whole.

SMILES	Bcl-xL primary	PME-1 primary	MEX-5 binding	Fam108B inh	PAD4 inh	MCL1-BIM inh	GSTO1 inh	TPT1 inhibitor	GLD-1 TGE inh
CCNc1oc(/C=C/c2ccc(OCC)cc2)nc1C#N	0	4	-1.6	1	1	1	2	3	-4
CCc1cc(=O)oc2cc(C)cc(OC(C)C(=O)NCCCn3ccnc3)c12 (configuration not stated)	-2	-8	2.2	0	-3	0	0	-2	-5
Cc1cccnc1CN1CCN(C(=O)c2cc(COc3ccc4ncccc4c3)on2)CC1	-1	6	2.1	0	-4	-3	0	-1	10
Cc1ccc(NC(=O)CSc2nnc(N)s2)cc1S(=O)(=O)N1CCOCC1	3	3	?	2	2	4	8	-2	8
CC1c2[nH]c3ccccc3c2C[C@H]2C(=O)N(CCO)CC(=O)N12 (some centres not stated)	3	-4	-0.1	-4	-2	1	0	-3	-2
O=C(CSc1nc2ncc(Cl)cc2[nH]1)N(Cc1ccccc1)C1CCS(=O)(=O)C1 (configuration not stated)	-8	6	-2.1	8	-1	-3	-4	4	0
CCOC(=O)c1cnc2cc(-c3ccc(Br)cc3)nn2c1C	2	4	0.8	-2	4	3	2	2	4
CCOC(=O)CC(=O)COc1nc2cc3c(nc2o1)CCCC3	14	-1	-0.4	0	-6	18	7	-3	5
COC(=O)c1cn(NC(=O)c2cnccn2)c(=O)c2ccccc12	5	5	-4.6	-1	1	2	1	0	-7
CCOC(=O)Cc1nn(C(C)C)c(=O)c2ccccc12	1	-4	0.7	-1	-1	2	-3	3	2
Fc1cccc(Cl)c1CSc1nnc(CNc2ccccc2)o1	11	4	0.1	2	-3	3	1	3	2
O=C(NCc1ccc(Cl)cc1)C(=O)Nc1nccs1	7	3	-0.2	-1	-1	3	3	0	8
NS(=O)(=O)c1ccc(CNS(=O)(=O)Cc2ccc(Cl)cc2)cc1	-2	-5	-0.2	1	0	0	-2	-1	7
CCc1ccc2nc(SCC(=O)N3CC(=O)Nc4ccccc43)c(C#N)cc2c1	-11	34*	-1.3	-5	-27	-33	-2	23	-82
O=c1[nH]c2cc3c(cc2cc1CN(Cc1cccnc1)C(=S)NCc1ccco1)OCCO3	8	-2	-0.6	5	1	12	-1	2	-7
COc1cccc(/C=N/NC(=O)c2cccc([N+](=O)[O-])c2)c1OS(=O)(=O)c1ccc(C)cc1	0	-9	2.3	-2	-1	2	-12	-3	5
CCCCNC(=O)/C(=C/c1ccccc1)NC(C)=O	8	3	-3.9	9	9	11	3	-7	-2
O=C(C1=C[C@@H]2[C@H]3C(=O)N(c4ccccc4Cl)C(=O)[C@H]3[C@@H](C(=O)c3ccc(Cl)cc3)N2C=C1)c1ccccc1	2	-4	2.6	-7	-20	-8	20	10	7
CCOc1cccc(-c2c(C(=O)N/N=C/c3ccco3)nnn2-c2nonc2N)c1	7	0	0.4	-3	1	12	6	0	5
CC(C)Sc1nsc2nc(=O)c(/C=C3\C=Nc4ccccc43)c(N)n12	-2	-1	?	2	-6	-10	-37	2	-3
COc1ccc(OC)c(NC(=O)c2cc3sccc3n2C)c1	5	2	2.7	1	2	6	-1	2	3
Cc1ccc(S(=O)(=O)CC(=O)NC(C)c2ccccc2)cc1 (configuration not stated)	0	5	0.7	1	-1	-3	5	2	2
COc1ccc(C(=O)COc2ccccc2C(N)=O)cc1	4	-1	-0.8	-1	0	0	6	1	-5
Cc1ccc(NC(=O)CCNS(=O)(=O)c2ccc3c(c2)oc(=O)n3C)cc1C	0	-7	0.6	0	5	-4	2	0	8
CCCCC1S/C(=N/N=C/c2cccs2)NC1=O (configuration not stated)	8	-7	-3.2	3	-3	5	4	-4	5
SMILES	Bcl-xL primary	PME-1 primary	MEX-5 binding	Fam108B inh	PAD4 inh	MCL1-BIM inh	GSTO1 inh	TPT1 inhibitor	GLD-1 TGE inh
Cc1csc(N(C(=O)c2cccc(S(=O)(=O)N3CCCC3)c2)c2ccccc2)n1	8	-1	2.7	4	-5	0	-14	-3	-3
COC(=O)c1ccc(CNC(=O)CNC(=O)c2sc3ccccc3c2Cl)cc1	-23	-16	-3.1	-13	-6	-30	5	2	2
COc1ccc(NC(=O)CSC2=C(C#N)C(c3ccco3)C3=C(CCCC3=O)N2)c(OC)c1 (configuration not stated)	5	7	0.7	2	3	3	10	-4	2
CC1CCN(C(=S)c2ccc([N+](=O)[O-])cc2)CC1	9	3	-1.0	4	4	14	5	-5	-2
CC(=O)N1CC=C2C(C#N)=C(N)C(C#N)(C#N)[C@H](c3ccoc3)[C@H]2C1	44*	3	-20	8	0	52*	5	-7	31*
COc1ccc(OCC(O)CN2CCN(Cc3ccc4c(c3)OCO4)CC2)cc1 (configuration not stated)	0	-1	-2.1	-1	-2	-1	-1	-4	0
O=C(N/N=C/c1ccccc1F)C(=O)N1CCCCCC1	3	-1	1.3	-9	1	2	3	0	4
Cc1cccc(N(CC(=O)N2CCCCCC2)S(C)(=O)=O)c1	1	-1	-0.9	1	2	-3	10	0	-5
CS(=O)(=O)c1ccc(-c2cn3cc(C(=O)O)ccc3n2)cc1	7	1	2.5	7	5	6	-4	-3	-11
CCN(CC(=O)Nc1ccc(NC(C)=O)cc1)C(=O)c1ccc(COc2ccccc2)o1	4	-1	·	·	0	2	·	·	4
COc1ccc([C@@H](NC(=O)OC(C)(C)C)C(=O)OC(C)(C)C)cc1	4	-6	·	·	3	6	·	·	-1
Cc1cccc2c(=O)c(C(=O)NCc3ccc(F)cc3)c[nH]c12	5	4	-3.5	-1	1	-9	6	-3	3
O=Cc1cccc(OCc2cccc3ccccc23)c1	3	0	2.3	-2	-2	-7	-5	3	-6
CCN(CC)CCNC(C(=O)Nc1ccc([N+](=O)[O-])cc1Br)c1ccccc1 (configuration not stated)	-3	-2	0.7	9	-1	-1	6	-3	11
COc1cc(C(=O)OC(C)C(=O)N2CCCC2)cc2c1OCCO2 (configuration not stated)	4	-5	·	·	-1	7	·	·	1
CC(=O)N(C)c1ccc(N=Nc2c(C)[nH]n(-c3ccccc3)c2=O)cc1	0	4	-2.1	2	2	0	-2	-2	-2
CCc1ccc(NC(=O)C2CCN(C(=O)[C@@H]3Cc4ccccc4CN3)CC2)cc1	3	0	-0.3	-1	4	6	7	-3	4
COc1ccc(S(=O)(=O)NCC(c2ccco2)N2CCc3ccccc32)cc1 (configuration not stated)	2	22	1.6	-4	-4	0	4	1	9
Cc1cc(NC(=O)C2CCCC2)n(-c2nc3ccccc3[nH]2)n1	1	-7	0.5	0	3	-5	-15	0	9
COC(=O)c1ccsc1NC(=O)CS(=O)(=O)c1ccccc1	1	2	-2.9	3	3	-1	-2	1	5
O=C(CCS(=O)CCC(=O)NCc1ccccc1)NCc1ccccc1	5	-1	-1.7	-5	-4	10	1	-7	-1
CC1(C)CN=C(N(C(=O)Nc2ccccc2)c2ccccc2F)S1	4	3	-2.1	0	5	2	-2	-1	0
O=C(CSc1nnnn1C1CCCCC1)N1CCOCC1	4	2	-0.3	-1	2	6	-1	2	2
Cc1cc(C)n(C(=O)c2cccc(S(=O)(=O)N3CCCC3)c2)n1	0	-5	0.4	4	-2	-3	-1	-6	-5
N/C(Cc1cccs1)=N\OC(=O)COc1ccc(Br)cc1Cl	0	0	1.8	-3	2	-1	4	2	9
SMILES	Bcl-xL primary	PME-1 primary	MEX-5 binding	Fam108B inh	PAD4 inh	MCL1-BIM inh	GSTO1 inh	TPT1 inhibitor	GLD-1 TGE inh
CC(C)C1CC(CCN)(Cc2ccccc2)CCO1 (configuration not stated)	1	1	-0.5	0	2	4	1	-9	6
O=c1oc2ccccc2n1Cc1ccccc1Cl	1	5	1.2	1	3	-5	7	-2	-1
Cc1ccc(Nc2nc(NCCO)nc3c2cnn3C)cc1Cl	5	4	-0.1	5	-3	1	-3	-3	-4
NC(=O)C1=C[C@H](c2ccc(C(F)(F)F)cc2)C[C@H](OCc2ccc(CO)cc2)O1	-2	14	1.3	3	-7	-12	3	0	-3
COc1ccc(NC(=O)CCC(=O)Nc2nnc(C(F)(F)F)s2)c(OC)c1	2	-3	0.4	0	-1	3	5	-4	8
CCCC(=O)Nc1nnc(SCC(=O)N2C(C)CCCC2C)s1 (configuration not stated)	7	2	0.4	-2	2	2	3	-1	-2
Cc1ccc(-c2nc3sc4c(c3c(=O)n2N)CCCC4)cc1	2	-1	2.6	3	0	3	-2	2	9
Cc1occc1-c1n[nH]c(=S)n1CC(C)C	-5	5	1.6	0	1	-7	1	-2	0
COc1ccc(CC(=O)O/N=C(\N)c2ccc(Br)cc2)cc1OC	3	0	2.3	3	4	0	3	-2	7
C=CCn1c(SCC(=O)/C(C#N)=C(\C)N)nc2sc(C)c(C)c2c1=O	0	-14	-0.2	-13	3	2	0	1	-4
O=C1/C(=C\c2cccnc2)SC(=S)N1C1CCS(=O)(=O)C1 (configuration not stated)	4	-9	·	-1	-28	8	-3	5	4
CC(C)(C)OC(=O)NNC(=S)NC1CCCCC1	-1	-2	1.5	0	3	3	3	0	-3
C=CCn1c(SCc2cccc(F)c2)nc2cc(C(=O)N3CCC(C(N)=O)CC3)ccc2c1=O	2	-10	0.2	3	-7	-6	2	-3	-2
N#Cc1nc(Cc2cccc3ccccc23)oc1NCCN1CCOCC1	-2	-2	-2.3	3	0	1	0	3	8
O=C(NNc1ncnc2sccc12)c1ccc(Cl)cc1	-8	-3	0.5	4	-3	-3	-5	1	0
CCOc1ccc(S(=O)(=O)N2CCCCC2)cc1NC(=O)CN1C(=O)NC(CC)(c2ccccc2)C1=O (configuration not stated)	9	16	-3.3	-1	1	5	-5	-2	2
CN(C)Cc1cc(C(C)(C)C)cc(C(C)(C)C)c1O	7	-3	2.3	1	-4	5	5	0	8
Cn1c(SCC(=O)c2ccc(O)cc2O)nnc1-c1ccccc1	0	-2	0.5	-1	12	-2	7	2	5
Cc1c(CC(=O)O)c(=O)oc2cc3oc4c(c3cc12)CCCC4	8	-2	-1.3	-2	1	10	-2	-3	0
CN(C)C(=O)COc1ccc2c3c(c(=O)oc2c1)CCCC3	6	-1	-1.0	2	-2	-5	4	-1	-1
CCn1cc([N+](=O)[O-])c(C(=O)Nc2ccc(Cn3nc(C)cc3C)cc2)n1	1	-1	-0.2	1	1	0	-1	0	2
CCN(CCC(=O)Nc1cc(OC)cc(OC)c1)Cc1ccccc1	7	-7	-0.3	-2	-2	8	-2	-3	-1
O=C(O)c1ccccc1C(=O)Nc1cc(-c2ccccc2)[nH]n1	1	1	0.7	-1	1	-1	5	1	0
CCN(CC)CCOC(=O)C1(C2CCCCC2)CCCCC1	1	-8	2.3	2	-2	3	1	-3	8
Cn1c(COc2ccc3ccccc3c2)nnc1SCC(=O)O	-3	1	3.0	-2	4	-8	-2	-1	4
COc1ccc(CNS(=O)(=O)c2cn(C)c(=O)n(C)c2=O)cc1	-1	2	-1.0	-2	-1	5	-3	-2	-7
CC(C)(C)OC(=O)N1CCN(C(=O)c2nc[nH]c2C(=O)N2CCN(C(=O)OC(C)(C)C)CC2)CC1	4	9	·	·	1	-1	·	·	3
COc1ccc(/C(N)=N/OC(=O)CCCc2ccccc2)cc1	-1	2	-1.5	0	-1	-1	2	0	0

Source: PubChem BioAssay
